# All columns: NCI-60 one-dose screen, growth in % after 48 h at 10 µM unless noted; 100 = growth as untreated, 0 = no growth, -100 = all killed.
# HL-60(TB): HL-60(TB) leukemia cells; 78,000 compounds, 9% hits; active means growth percent below 10
# * marks the source's active call; other numbers are inactive results; & = joins results of further samples. The list is partial. The share of hits here may be higher or lower than overall.
no.	SMILES	HL-60(TB)
1	O=C(c1ccc(Br)cc1)[C@@H]1[C@@H]2CCCN2[C@@]2(C(=O)Nc3ccccc32)[C@H]1c1ccc(O)cc1	81
2	Nc1ccc(OC(=O)Nc2ccc(O)cc2)cc1	92
3	O=S(=O)(c1cccc2ccccc12)N1CCN(c2nccc(-c3c(-c4cccc(F)c4)nc4sccn34)n2)CC1	98
4	Cc1c(C(=O)OC(=NC2CCCCC2)NC2CCCCC2)sc2c1c(=O)nc1c(C#N)n[nH]n12	124
5	O=C(O)c1cccnc1Cl	114
6	COc1cc(C(=O)Nc2nc(-c3ccc(Cl)cc3)cs2)cc(OC)c1OC	104
7	O=C(Nc1cccc(Cl)c1)OCC#CCN1CCCC1	104
8	CCCCOCCOCCOC(=O)c1ccccc1OCC	100
9	C[C@]12ON=C(c3ccc(Cl)cc3)N1CCc1sccc12	101
10	CC12CC[C@@H]3[C@]4(C)COC(c5cn[nH]c5-c5ccc(Br)cc5)O[C@@H]4CC[C@@]3(C)[C@@H]1CC(C1=CCOC1=O)O2 (some centres not stated)	27
11	N=C(N)c1ccc(-c2ccc(-c3ccc(F)cc3)s2)cc1	-56*
12	O=C(O)[C@@H]1CCCC[C@@H]1Cl	92
13	C(#Cc1ccccc1)COCC1CO1 (configuration not stated)	109
14	C1=Cc2ccccc2N(c2nnc(Cc3ccccc3)o2)c2ccccc21	89
15	CCOC(=O)C(CCC(C)C)C(=O)OCC	73

# (listing goes on)
no.	SMILES	HL-60(TB)
16	COc1ccc(Cn2cc(C(=O)Nc3cccnc3Nc3ccc(OC)cc3OC)nn2)cc1	101
17	COc1cc(N=Nc2cc(S(=O)(=O)O)cc3cc(S(=O)(=O)O)cc(O)c23)c(C)cc1N=Nc1c(S(=O)(=O)O)cc2cc(Nc3ccccc3)ccc2c1O	94
18	COC(=O)C(N)CSCc1ccccc1 (configuration not stated)	100
19	O=C(Cn1cc(CO)nn1)c1ccc(F)cc1	92
20	c1ccc(-c2cnc3ccccc3n2)cc1	112
21	C=C(C=O)[C@@H]1CC[C@]2(CN)CC[C@]3(C)[C@H](CC[C@@H]4[C@@]5(C)CCCNC(C)(C)[C@@H]5CC[C@]43C)[C@@H]12	85
22	N#CCCOC1C(OCCC#N)C(OCCC#N)C(OCCC#N)C(OCCC#N)C1OCCC#N (configuration not stated)	99
23	C=CCc1cccc(C)c1O	122
24	CCCOC(C(=O)OCCN(CC)CC)(c1ccccc1)c1ccccc1	93
25	Nc1nc(-c2cccc(Cl)c2)cc(-c2cc3ccccc3oc2=O)n1	96
26	CN1C(=O)N(c2ccccc2)C2C1NN=c1s/c(=C\c3ccc(Br)cc3)c(=O)n12 (configuration not stated)	93
27	O=C(c1ccccc1)c1c(/C=C/c2ccc(Cl)cc2)nc2ccccc2c1/C=C/c1ccc(Cl)cc1	111
28	C/C(=N/NC(=O)c1ccncc1)c1ccc(Cl)c(Cl)c1	95
29	C=C(CN1CC=CCC1)[C@@H]1CC[C@]2(COC(C)=O)CC[C@]3(C)[C@H](CC[C@@H]4[C@@]5(C)CC[C@H](O)C(C)(C)[C@@H]5CC[C@]43C)[C@@H]12	102
30	Oc1ccc(CN(Cc2ccc(C(F)(F)F)cc2)Cc2ccc(O)c3ncccc23)c2cccnc12	-11*

# Arranged by length of the SMILES (descending): 16 of the compounds above
no.	SMILES	HL-60(TB)
21	C=C(C=O)[C@@H]1CC[C@]2(CN)CC[C@]3(C)[C@H](CC[C@@H]4[C@@]5(C)CCCNC(C)(C)[C@@H]5CC[C@]43C)[C@@H]12	85
10	CC12CC[C@@H]3[C@]4(C)COC(c5cn[nH]c5-c5ccc(Br)cc5)O[C@@H]4CC[C@@]3(C)[C@@H]1CC(C1=CCOC1=O)O2 (some centres not stated)	27
3	O=S(=O)(c1cccc2ccccc12)N1CCN(c2nccc(-c3c(-c4cccc(F)c4)nc4sccn34)n2)CC1	98
30	Oc1ccc(CN(Cc2ccc(C(F)(F)F)cc2)Cc2ccc(O)c3ncccc23)c2cccnc12	-11*
22	N#CCCOC1C(OCCC#N)C(OCCC#N)C(OCCC#N)C(OCCC#N)C1OCCC#N (configuration not stated)	99
25	Nc1nc(-c2cccc(Cl)c2)cc(-c2cc3ccccc3oc2=O)n1	96
14	C1=Cc2ccccc2N(c2nnc(Cc3ccccc3)o2)c2ccccc21	89
24	CCCOC(C(=O)OCCN(CC)CC)(c1ccccc1)c1ccccc1	93
11	N=C(N)c1ccc(-c2ccc(-c3ccc(F)cc3)s2)cc1	-56*
9	C[C@]12ON=C(c3ccc(Cl)cc3)N1CCc1sccc12	101
7	O=C(Nc1cccc(Cl)c1)OCC#CCN1CCCC1	104
2	Nc1ccc(OC(=O)Nc2ccc(O)cc2)cc1	92
8	CCCCOCCOCCOC(=O)c1ccccc1OCC	100
15	CCOC(=O)C(CCC(C)C)C(=O)OCC	73
18	COC(=O)C(N)CSCc1ccccc1 (configuration not stated)	100
23	C=CCc1cccc(C)c1O	122

# (cont.)
no.	SMILES	HL-60(TB)
31	S=C(N/N=C/c1ccc(Cl)c(Cl)c1)Nc1cccc2ccccc12	107
32	Cc1cc[n+](CC(=O)c2ccc([N+](=O)[O-])cc2)cc1	98
33	C[C@@]12C[C@H](O)CCN1CCc1ccccc12	72
34	C/C(=C(/C)C1CC1CCNS(=O)(=O)c1ccc(C)cc1)C1CCCCC1 (configuration not stated)	39
35	Cc1[nH]c(C(=O)Nc2ccc(C(=O)NCCN)cc2OC(C)C)c(Cl)c1Cl	-21*
36	CCOc1ccccc1NC(=O)c1cc(-c2ccc(OC)c(OC)c2)n(-c2ccc(S(C)(=O)=O)cc2)n1	81
37	COc1ccc(-c2cnc3ccnn3c2-c2cc(OC)c(OC)c(OC)c2)cc1	-22*
38	CCN1CCN(C(C(=O)NC23CC4CC(CC(C4)C2)C3)c2c[nH]c3ccccc23)C(=O)c2ccccc2C1=O (configuration not stated)	90
39	Clc1ccc2sc(-c3ccccc3)nc2c1	86
40	O=C(Nc1ccc(Cc2ccc(NC(=O)C(c3ccccc3)c3ccccc3)cc2)cc1)C(c1ccccc1)c1ccccc1	100
41	CCOC(=O)c1cnc2c(OC)ccc(OC)c2c1Cl	127
42	CC(C)=CCC[C@](C)(O)C1CC[C@]2(C)[C@@H]1CC[C@@H]1[C@@]3(C)CC/C(=N\OCCC#N)C(C)(C)[C@@H]3CC[C@]12C (some centres not stated)	69
43	O=C1C=CC(=Nc2cc(Cl)c(O)c(Cl)c2)C=C1	130&74
44	COc1ccc(Nc2nc(SC)nc(-c3cccc(N)c3)c2C#N)cc1	88
45	Cc1ccc2oc(=O)c3c(c2c1)OC(/N=C/c1ccccc1)=C(C#N)C3c1ccc([N+](=O)[O-])cc1 (configuration not stated)	102

# (listing goes on)
no.	SMILES	HL-60(TB)
46	CCCCCCNC(=O)N1C(=O)CCC1C(=O)NCc1ccc(Cl)cc1Cl (configuration not stated)	107
47	COc1ccc(C2=NOC(CC(=O)N3CCCCC3)C2)cc1OC1CCCC1 (configuration not stated)	104
48	CCCCSc1cc(C)nc(N)n1	97
49	COc1ccc(-c2cnc3nonc3n2)cc1OC	79
50	Cc1cc(C(C)(C)C)c(O)c(C)c1CC1=NCCN1	100
51	CC(=O)OCC1OC(n2cc(COc3ccc4ccc(=O)oc4c3)nn2)C(OC(C)=O)C(OC(C)=O)C1OC1OCC(OC(C)=O)C(OC(C)=O)C1OC(C)=O (configuration not stated)	101
52	CCCCCCc1cn(C(C)c2ccc(OC3CCCCC3)c(OC)c2)nn1 (configuration not stated)	72
53	CSc1cnnc2ccccc12	80
54	CCCCc1ccc(Nc2nnc(SCC(=O)NC(=O)NCC)s2)cc1	95
55	CC(Oc1ccc(NC(=O)c2cccs2)cc1)C(=O)c1ccc(Cl)cc1 (configuration not stated)	84
56	Cc1c(OCC(F)(F)F)ccnc1CNc1ccc(C2=CC(c3ccccc3O)N=C(N)N2)cc1 (configuration not stated)	68
57	O=C(O)c1cc2cccc(O)c2cc1O	105
58	Oc1ccc(Cl)cc1CNC1CCCCC1	106
59	C/C(CC(c1ccccc1)c1ccccc1)=N/O	104
60	COc1cc(OC)c(S(=O)(=O)N(CCCl)CCCl)cc1C(=O)/C=C/c1ccc2c(c1)OCO2	87

# Following part.
no.	SMILES	HL-60(TB)
61	CC(=O)OCC1OC(OC(C)=O)C(NC(=O)N(CCCl)N=O)C(OC(C)=O)C1OC(C)=O (configuration not stated)	78
62	CCN1C2CCC1/C(=C\c1ccc(F)cc1)C1=C2[C@@H](c2ccc(F)cc2)C(C#N)=C(N)O1 (some centres not stated)	91
63	CCOC(=O)c1cccc(NC2=C(Cl)C(=O)c3nc(C)ccc3C2=O)c1	42
64	CCC(=O)c1c(C)cc(C)c(C(=O)CC)c1C	100
65	CSSSC	100
66	NS(=O)(=O)c1ccc(-c2cc(-c3nnc(SCC(=O)Nc4ccc(Cl)cc4)n3-c3ccccc3)c3ccccc3n2)cc1	56
67	CCC(C)(c1cc(C(C)(C)C)c(O)c(C(C)(C)C)c1)c1cc(C(C)(C)C)c(O)c(C(C)(C)C)c1	99
68	O=C(Nc1ccc(NC(=O)c2cc(S(=O)(=O)Nc3ccc(F)cc3)c(O)c(O)c2O)cc1)c1cc(S(=O)(=O)Nc2ccc(F)cc2)c(O)c(O)c1O	76
69	O=C1NC(C(=O)NCc2ccc(Cl)cc2Cl)CO1 (configuration not stated)	100
70	C/C(O)=C(\C=N\C(N)=S)C(=O)Nc1ccccc1	105
71	CCOC(=O)N1C2c3ccccc3C(c3ccccc32)N1C(=O)OCC	88
72	Clc1ccnc2c1ccc1c(Cl)ccnc12	79
73	CCOC(=O)C1(NC(=O)C(C)NC(C)=O)CCCC1 (configuration not stated)	86
74	CCOC(=O)N(c1ccccc1)c1ccccc1	108
75	COc1nc(OC)nc(-c2cnc3cc(N(C)C)ccc3c2)n1	98

# Following part:
no.	SMILES	HL-60(TB)
76	CCN(CC)CCNc1ccc(CO)c2sc3ccccc3c(=O)c12	61
77	CCN(CC)CCN1c2ccccc2Sc2c1ccc1ccccc21	57
78	Cc1ccc(N2CCOC2=O)cc1N1CCOC1=O	96
79	Brc1ccc2c(c1)c(-c1nc(-c3c[nH]c4ncccc34)cs1)cn2CCN1CCOCC1	71
80	COc1ccc(/C=C\c2cc(OC)c(OC)c(OC)c2)cc1OCC(=O)Nc1nc2ccc(OC(F)(F)F)cc2s1	52
81	COc1ccc2c(c1)nnc1c3cccnc3[nH]c21	-31*
82	C=CN(C(=O)N1CCN(c2cc3c(cc2F)c(=O)c(C(=O)O)cn3C2CC2)CC1)c1nc(-c2ccccc2)cs1	58
83	CC1=NNC(=O)C1CCO (configuration not stated)	94
84	CCOC(=O)Oc1c(OC)cc(C(=O)c2ccc(OC)c(O)c2OC)cc1OC	-33*
85	Cc1ccc(-c2c(C#N)c(=O)oc3cc(O)ccc23)cc1	57
86	CCC(=O)Nc1ccccc1C#C/C=C\C#Cc1ccccc1SC	-16*
87	C=CC(CN1CC1)OC(C)=O (configuration not stated)	78
88	CC(=O)Oc1c(CBr)cccc1C(=O)O	116
89	O=C1c2cccc3cccc(c23)C(=O)N1Nc1nc(NCCN2CCOCC2)nc(N2CCOCC2)n1	103
90	O=C(CSc1nnc(-c2ccc(Cl)cc2)n1-c1ccccc1)Nc1cccc(Cl)c1	90

# Remaining list, next part:
no.	SMILES	HL-60(TB)
91	NC(N)=N/N=C/c1c(Cl)cccc1Cl	106
92	COc1cc(/C=C2\CN(S(=O)(=O)c3ccc(C)cc3)C/C(=C\c3cc(CN4CCCC4)c(O)c(OC)c3)C2=O)cc(CN2CCCC2)c1O	-34*
93	CC1=C(CC(=O)c2cccc([N+](=O)[O-])c2)C(=O)c2ccccc2C1=O	1.8*
94	O=c1c2ccccc2[nH]c(=S)n1-c1ccc(S(=O)(=O)Nc2ccc(Cl)nn2)cc1	103
95	CCOC(=O)C1=NN(c2ccccc2)C(=O)/C1=C/N1C(=O)/C(=C/c2ccc([N+](=O)[O-])cc2)SC1=S	100
96	O=C(Cn1c(=O)[nH]c2ccccc2c1=O)NCc1ccccc1	97
97	O=c1[nH]c(=S)[nH]n1C(=S)n1[nH]c(=S)[nH]c1=O	99
98	OCCN(CCO)c1ccccc1	76
99	O=C1Nc2c(c(=O)n(-c3ccccc3)c3ccccc23)C(c2ccc(Cl)cc2)N1 (configuration not stated)	108
100	Cc1cc(C(=O)CSc2nc3ccccc3c(=O)[nH]2)c(C)n1C	102
101	Cn1c(=O)c2[nH]c(CCCCC(=O)O)nc2n(C)c1=O	61
102	Oc1ccc(/C=N/c2n[nH]c(Nc3ccccc3)n2)cc1	107
103	c1ccc(-c2nn(-c3ccccc3)[n+](-c3cccc4ccccc34)n2)cc1	-26*
104	CC1(C)C(C#N)(C#N)C1(C#N)C#N	92
105	C(=Nc1cccc2ccccc12)Nc1cccc2ccccc12	104

# Later entries:
no.	SMILES	HL-60(TB)
106	O=C(NCn1c(=O)[nH]c2ccccc2c1=O)N(c1ccccc1)c1ccccc1	86
107	O=C(/C=C/c1cccs1)c1ccc(Cl)nc1	100
108	CCCCCCCCCC(=O)NO	56
109	CO/N=C/c1ccc[n+](C)c1	92
110	OCCC1(O)CCCCC1	98
111	COc1cc(NCCCCCN=C(N)N)c2ncccc2c1	18
112	COC(=O)C(=O)/C=C(\O)c1cc2cc(Cl)ccc2o1	82
113	COc1ccc(/C=C/C(=O)n2cnc3c(N)ncnc32)cc1OC	34
114	CCC(=O)NCc1cc(-c2ccc(Cl)cc2)n(-c2ccccc2)c1C	49
115	N#Cc1c(-c2ccccc2)nc(SCC(O)CN2CCOCC2)nc1N1CCOCC1 (configuration not stated)	72
116	CN(C(=O)C(Cl)Cl)c1ccc(OC(=O)c2ccco2)cc1	95
117	Cc1ccccc1NCSC(=S)N(C)C	90
118	CCSP(=S)(SCC)SCC	105
119	C#Cc1cc(OC)c(C(=O)Nc2ccc(F)cc2C(=O)Nc2cccc(S(=O)(=O)C(F)(F)F)c2)cn1	-52*
120	COC(=O)CC(=O)C=P(c1ccccc1)(c1ccccc1)c1ccccc1	91

# (listing goes on)
no.	SMILES	HL-60(TB)
121	O=C(NN1C(=O)CCC1=O)c1ccc(Nc2ncnc3c2cnn3-c2cccc(Br)c2)cc1	126
122	COc1ccc(C2=NOC(CC(=O)N3CCOCC3)C2)cc1OC1CCCC1 (configuration not stated)	115
123	Cc1ccc(-c2nc(N3CCN(C(=O)c4ccc(OC(F)(F)F)cc4)CC3)c3ccccc3n2)cc1	97
124	O=C(O)c1cnnc2ccccc12	103
125	CCN(CC)C(=O)c1ccc(C(C)C)cc1	111
126	Nc1nc(Nc2ccccc2SSc2ccccc2Nc2nc(N)nc(C(Cl)(Cl)Cl)n2)nc(C(Cl)(Cl)Cl)n1	12
